HTR2A ag: mouse Htr2a agonists via beta-arrestin recruitment, primary screen, cell-based, luminescence; AID 624169, 2012; 360,000 tested, 0.66% active; activation, % at 7.6 µM; 5-hydroxytryptamine receptor 2A (Mus musculus), P35363; CHO-K1 mHTR2A beta-arrestin complementation; percent of 30 µM serotonin response;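 active means activation above a run cutoff, the mean activation of all tested compounds plus 3 SD, cut at about 14% in these data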;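 further: 0% = plate median of compound wells and 100% = 30 µM serotonin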
N-glyco inh: increase of ERlucT glycosylation luciferase signal, primary screen, N-linked glycosylation inhibitor project, D54 ERlucT cells, luminescence, set 2; 360,000 tested, 0.23% active; reporter increase, % at 12.5 µM; AID 588692, 2011; D54 ERlucT glycosylation luciferase reporter, 24 h; percent of 100 nM tunicamycin response;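 active means mean luciferase reporter signal, scaled so untreated is 0 and the glycosylation-blocking control 100, at or above a set limit in every replicate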;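 further: luciferase carries N-glycosylation sites so blocking glycosylation raises the light; 0% = median of neutral control wells and 100% = median of 100 nM tunicamycin wells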
iPSC survival up: enhancers of single-cell hiPSC survival, primary screen, ATPlite luminescence; 360,000 tested, 0.044% active; 100% = ROCK inhibitor wells, 0% = DMSO; survival enhancement, % at 20 µM; in the data active means survival enhancement above about 18%;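 further: cells exposed to compounds for 16 hours before the ATP read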
MC4R ag barr: MC4R agonists recruiting beta-arrestin, primary screen, cell-based, luminescence, agonist arm of biased-ligand search; U2OS MC4R beta-arrestin complementation; percent of melanotan II response, DMSO zero; activation, % at 8.9 µM; 360,000 tested, 0.98% active; AID 540308, 2011;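 active means activation above a per-plate cutoff, the mean activation of sample wells on that plate plus 3 SD, cut at about 8% in these data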
ABCB6 inh MLPCN: ABCB6 transporter inhibitors, primary screen, K562-ABCB6 cells, flow cytometry, MLPCN library | ATP-binding cassette sub-family B member 6 (Homo sapiens), Q9NP58 | K562-ABCB6 porphyrin accumulation, 1 h; active compounds read low | fluorescence ratio to DMSO, % at 10 µM | 360,000 tested, 0.19% active | AID 602162, 2011;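 active means fluorescence ratio to DMSO below 75%, the collection mean minus 3 SD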;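 further: signal is porphyrin accumulated inside mitochondria; 100% equals median channel fluorescence of DMSO control wells; lower ratio means ABCB6 inhibition with less porphyrin fluorescence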
aDG glyco act: activators of alpha-DG glycosylation, primary screen, uHTS, Pro5-aDG cells, AlphaScreen | alpha-DG glycosylation AlphaScreen (IIH6); 0% Pro5, 100% B10-LARGE cell signal | activation, % at 10 µM | 360,000 tested, 0.22% active;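 active means activation of at least 8% versus controls, or a plate z-score of at least 8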;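 further: Pro5 are CHO cells carrying HIG-tagged alpha-DG that lacks glycosylation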
Cardio protect: cardioprotection against H2O2-induced cell death, primary screen, uHTS, H9c2 cells, ATPLite luminescence. H9c2 cardiomyocytes, H2O2 injury protection, 2 h. protection from H2O2 cell death, % at 20 µM. 360,000 tested, 0.63% active. AID 588492, 2011;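 active means compounds giving at least 50% protection of heart cells from peroxide-induced death in the single-dose screen, raw or plate-pattern-corrected value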;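 further: 0% = DMSO wells with peroxide and 100% = DMSO wells without peroxide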
ABHD5-PLIN5 inh: ABHD5-PLIN5 interaction inhibitors, primary screen, cell lysate, split luciferase complementation, luminescence; Perilipin-5 (Homo sapiens) + 1-acylglycerol-3-phosphate O-acyltransferase ABHD5 (Homo …; Split G. princeps luciferase complementation, 4 h; inhibition, % at 4 µM; 360,000 tested, 0.78% active; AID 602281, 2012;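 active means inhibition above the mean inhibition across every tested compound plus 3 SD, cut at about 22% in these data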;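 further: 0% = DMSO only wells and the 100% control is not disclosed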
Target sequence (Q00G26 whole entry, looked up): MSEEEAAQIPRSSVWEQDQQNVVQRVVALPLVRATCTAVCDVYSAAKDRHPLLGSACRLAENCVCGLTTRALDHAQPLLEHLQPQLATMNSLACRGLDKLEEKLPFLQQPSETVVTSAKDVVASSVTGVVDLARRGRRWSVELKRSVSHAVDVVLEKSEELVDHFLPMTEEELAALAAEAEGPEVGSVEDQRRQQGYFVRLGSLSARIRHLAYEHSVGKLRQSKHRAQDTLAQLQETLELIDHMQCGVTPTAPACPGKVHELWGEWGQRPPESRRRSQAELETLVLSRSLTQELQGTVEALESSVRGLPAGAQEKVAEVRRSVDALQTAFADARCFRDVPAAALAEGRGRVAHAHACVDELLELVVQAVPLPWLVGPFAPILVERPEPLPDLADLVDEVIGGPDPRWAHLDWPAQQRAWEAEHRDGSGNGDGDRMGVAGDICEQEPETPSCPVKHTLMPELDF
Target sequence (Q8WTS1 whole entry, looked up): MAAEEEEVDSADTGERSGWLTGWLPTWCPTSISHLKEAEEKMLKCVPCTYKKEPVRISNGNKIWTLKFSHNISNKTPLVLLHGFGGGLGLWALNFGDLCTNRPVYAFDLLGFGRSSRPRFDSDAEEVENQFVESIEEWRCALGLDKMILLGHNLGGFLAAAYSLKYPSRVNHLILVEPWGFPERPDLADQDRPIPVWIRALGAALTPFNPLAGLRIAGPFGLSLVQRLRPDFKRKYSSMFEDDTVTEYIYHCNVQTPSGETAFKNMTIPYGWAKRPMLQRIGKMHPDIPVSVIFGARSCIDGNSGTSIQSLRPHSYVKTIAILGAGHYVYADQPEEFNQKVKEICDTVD
Exocytosis inh: LAMP-1 surface exposure blockers, TALL-104 cells – cell-based, flow cytometry, MLPCN library, primary screen. TALL-104 LAMP-1 surface exposure; cells stimulated with thapsigargin and PMA. AID 651702, 2012. inhibition, % at 10 µM. 360,000 tested, 0.66% active;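 active means inhibition above about 55%, limit read from the data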
MC4R antagonist: MC4R antagonists of cAMP signaling, primary screen, cell-based, TR-FRET, antagonist arm of biased-ligand search; 360,000 tested, 0.48% active; inhibition, % at 6.5 µM; MC4R-expressing cells, MTII-stimulated cAMP, LANCE TR-FRET;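 active means inhibition above its plate's cutoff, the mean of tested wells on that plate plus 3 SD, cut at about 29% in these data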;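 further: 0% = Melanotan II alone and 100% = Melanotan II plus saturating MCL0020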
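System – human MC4R-expressing U2OS cells · Also added – Melanotan II · Dosing – one concentration, 6.5 µM nominal · Timing – 30-min compound, 1-h challenge, 1-h detection, room temperature · Measured by – Eu-cAMP/anti-cAMP TR-FRET, emission 671 nm · Replicates – singlicate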
Numbers without * were called inactive; nt = not tested or not shown.

SMILES	HTR2A ag	N-glyco inh	iPSC survival up	MC4R ag barr	ABCB6 inh MLPCN	aDG glyco act	Cardio protect	ABHD5-PLIN5 inh	Exocytosis inh	MC4R antagonist
O=C(NCc1ccccc1)C1C(=O)Nc2ccccc2C(=O)N1Cc1ccccc1 (stereo unspecified)	3	nt	nt	nt	nt	0.1	nt	-3	-4	nt
OCCNC(=S)NCCc1ccccc1	-1	-1	-0.3	-2.0	97	-0.2	4	3	-6	3
CC1CCCCC1NC(=O)CCCn1c(=S)[nH]c2ccsc2c1=O (stereo unspecified)	4	1	-0.3	-2.9	106	-0.1	5	-3	0	-2
CCN1C(=O)[C@@H]2[C@H](C1=O)[C@@H]1C[C@H]3C(=O)N(CC)C(=O)[C@H]3[C@@H]3C1=C(C(=O)N1C(=O)OC(=NCC4CC4)[C@]31C)[C@@H]2C	-2	2	2.9	-0.2	97	-0.4	1	-7	-4	8
CCOC(=O)c1c(-c2ccco2)csc1N	-3	1	-2.9	-1.0	95	0.1	3	-11	0	1
O=C1CN(C(=O)COc2ccc(Br)cc2F)c2ccccc2N1	0	-5	1.8	-0.1	95	0.0	-2	6	-4	0
CSc1ccccc1OCc1cc(C(=O)N2CCN(C)C(c3ccccc3)C2)no1 (stereo unspecified)	-2	2	0.1	-1.4	101	-0.2	0	-5	-2	-1
Cc1c(C)n(CC(O)CNc2ccccc2)c2ccccc12 (stereo unspecified)	-2	-2	-0.3	0.9	96	-0.1	-2	-5	2	5
CC12CCC(C(=O)Nc3ccccc3Cl)([C@H](Br)C1=O)C2(C)C (stereo partly specified)	1	0	1.2	2.0	107	0.5	3	-7	7	7
O=C(CN1C(=O)C2C3C=CC(C3)C2C1=O)Nc1ccc(S(=O)(=O)N2CCCCC2)cc1 (stereo unspecified)	10	-3	-0.9	-0.6	94	-0.1	10	-7	-4	4
COc1ccccc1NS(=O)(=O)c1ccc(NC(=O)c2[nH]nc(OC)c2[N+](=O)[O-])cc1	3	3	-0.1	-0.8	103	3.7	2	3	-5	5
O=C(CN(Cc1ccccc1)S(=O)(=O)c1ccc(Br)cc1)N/N=C/c1ccccc1C(=O)O	-3	0	0.3	-0.5	92	0.1	-4	-10	-1	6
COc1ccc(CCC(=O)N2CCN(C3CCCCC3)CC2)cc1	-1	-5	-2.7	-1.8	94	-0.1	-3	-2	15	4
CCN(CC)C(=O)CSc1nsc(SCC(=O)N(CC)CC)c1C#N	5	0	1.8	-0.4	79	0.1	-4	-1	1	4
CCc1ccc(S(=O)(=O)/N=C2\C=C(Nc3ccc(C(=O)O)cc3)C(=O)c3ccccc32)cc1	-2	4	0.3	-0.4	109	0.2	-16	-5	-7	3
Cn1c2ccccc2c2c(=O)oc3ccccc3c21	-4	9	-0.1	-0.1	98	0.3	-8	-5	-1	1
O=C(CSCCS(=O)(=O)c1ccc(Cl)cc1)Nc1ccccc1	-2	1	0.3	-1.0	103	0.0	-8	2	2	22
CN1CCN(CCCC(=O)c2ccc(F)cc2)CC1	-5	0	-0.6	2.4	100	-0.3	0	-4	3	5
CCC(=O)c1c(NC)cc(C)oc1=O	10	1	-0.1	-0.1	84	0.1	8	-1	-1	2
Cc1cc(C)c(NC2=CC(=O)CC(C)(C)C2)c(C#N)c1	6	1	3.6	2.2	97	-0.3	3	-6	7	6
O=C(N/N=C/c1ccccc1O)C1CC(=O)N(c2ccc(F)cc2)C1 (stereo unspecified)	-5	-2	-0.5	0.7	99	0.2	43	-8	2	0
Cc1cc(NC(=O)CSc2nncc(=O)n2N)no1	6	1	1.1	-1.0	95	0.0	1	-5	0	10
CC1CCN(CCOc2cccc(Br)c2)CC1	-3	2	0.4	-2.7	96	0.3	4	3	8	5
O=[N+]([O-])c1ccc(CN2CCOCCOCCN(Cc3ccc([N+](=O)[O-])cc3)CCOCC2)cc1	0	-3	2.4	-0.3	95	-0.1	1	6	1	2
CC(C)C(=O)NCCc1nc(-c2ccc(Cl)cc2)no1	0	2	1.1	-2.3	98	-0.2	-1	-5	8	1
CCN(CC(=O)NCc1ccc(Cl)cc1)C(=O)COc1ccc(Cl)cc1Br	-10	-1	-0.2	-0.2	94	0.4	-6	-1	5	3
Cc1n[nH]c(C)c1C(=O)CC1(O)C(=O)N(CCc2ccccc2)c2ccc(Br)cc21 (stereo unspecified)	-2	0	-1.2	-3.4	93	0.1	1	7	1	3
Cc1noc2c1C(c1ccc(N(C)C)cc1)C1=C(CC(C)(C)CC1=O)N2 (stereo unspecified)	0	-1	-1.5	-0.7	93	-0.1	4	1	-6	9
Cc1nc(-c2ccccc2)sc1C1(C)CC(c2cccc(F)c2)=NO1 (stereo unspecified)	-1	0	-0.5	3.2	95	-0.1	1	-3	-2	5
Cc1cccc(N(CC(=O)NCc2ccco2)C(=O)CCC(=O)Nc2ccccn2)c1C	-1	2	0.8	-0.9	81	0.1	-3	-7	-3	-3

Five consecutive compounds from above, quoted:
SMILES	HTR2A ag	N-glyco inh	iPSC survival up	MC4R ag barr	ABCB6 inh MLPCN	aDG glyco act	Cardio protect	ABHD5-PLIN5 inh	Exocytosis inh	MC4R antagonist
CC1CCN(CCOc2cccc(Br)c2)CC1	-3	2	0.4	-2.7	96	0.3	4	3	8	5
O=[N+]([O-])c1ccc(CN2CCOCCOCCN(Cc3ccc([N+](=O)[O-])cc3)CCOCC2)cc1	0	-3	2.4	-0.3	95	-0.1	1	6	1	2
CC(C)C(=O)NCCc1nc(-c2ccc(Cl)cc2)no1	0	2	1.1	-2.3	98	-0.2	-1	-5	8	1
CCN(CC(=O)NCc1ccc(Cl)cc1)C(=O)COc1ccc(Cl)cc1Br	-10	-1	-0.2	-0.2	94	0.4	-6	-1	5	3
Cc1n[nH]c(C)c1C(=O)CC1(O)C(=O)N(CCc2ccccc2)c2ccc(Br)cc21 (stereo unspecified)	-2	0	-1.2	-3.4	93	0.1	1	7	1	3

Additional entries follow:
SMILES	HTR2A ag	N-glyco inh	iPSC survival up	MC4R ag barr	ABCB6 inh MLPCN	aDG glyco act	Cardio protect	ABHD5-PLIN5 inh	Exocytosis inh	MC4R antagonist
O=C1NCCN(Cc2ccc(F)cc2)C1CC(=O)N1CC=C(c2ccccc2)CC1 (stereo unspecified)	-1	1	-0.4	0.6	98	-0.1	-5	2	0	7
CC(C)OC(=O)C(=O)NNc1ccccc1	0	3	-0.5	-1.8	97	3.4	10	2	-8	15
COc1ccccc1NC(=S)NCc1ccccc1	-2	1	-0.4	-0.2	94	-0.1	1	1	-4	20
O=C1CC(c2ccc(Cl)cc2)n2nc(N3C(=O)c4ccccc4C3=O)nc2N1 (stereo unspecified)	-1	1	5.4	-0.1	90	-0.2	4	2	1	17
OC(CSc1c(Cl)cccc1Cl)CN1CCN(c2ccccc2F)CC1 (stereo unspecified)	14	-2	3.9	0.4	100	0.2	-13	2	1	4
Cc1cccc(CN2CCN(C3CN(Cc4cn(Cc5cccc(C(F)(F)F)c5)nn4)S(=O)(=O)C3)CC2)c1 (stereo unspecified)	5	nt	0.0	nt	92	0.1	nt	-1	0	nt
Cc1cc(NC(=O)CSc2nnc(-c3ccc([N+](=O)[O-])cc3)o2)no1	-8	3	-0.4	-1.1	96	0.1	6	-3	1	1
O=C(COC(=O)CCN1C(=O)c2cccc([N+](=O)[O-])c2C1=O)NC1CCS(=O)(=O)C1 (stereo unspecified)	12	0	-0.1	-2.9	94	0.0	-1	2	-3	3
COC(=O)/C(=N/Nc1ccccc1C)Sc1nnc(C(O)c2ccccc2)n1-c1ccccc1 (stereo unspecified)	7	1	0.4	-0.5	103	0.1	-2	7	0	11
O=C1CN(c2nc(-c3cccs3)nc3sc4c(c23)CCCC4)CCN1	6	-3	0.0	1.4	91	-0.1	8	19	-2	4

Entries shown so far that contain a thiophene ring, fused or not (three):
SMILES	HTR2A ag	N-glyco inh	iPSC survival up	MC4R ag barr	ABCB6 inh MLPCN	aDG glyco act	Cardio protect	ABHD5-PLIN5 inh	Exocytosis inh	MC4R antagonist
CC1CCCCC1NC(=O)CCCn1c(=S)[nH]c2ccsc2c1=O (stereo unspecified)	4	1	-0.3	-2.9	106	-0.1	5	-3	0	-2
CCOC(=O)c1c(-c2ccco2)csc1N	-3	1	-2.9	-1.0	95	0.1	3	-11	0	1
O=C1CN(c2nc(-c3cccs3)nc3sc4c(c23)CCCC4)CCN1	6	-3	0.0	1.4	91	-0.1	8	19	-2	4

(cont.)
SMILES	HTR2A ag	N-glyco inh	iPSC survival up	MC4R ag barr	ABCB6 inh MLPCN	aDG glyco act	Cardio protect	ABHD5-PLIN5 inh	Exocytosis inh	MC4R antagonist
NC(=O)c1ccc(NC(=O)CCN2C(=O)c3ccccc3C2=O)cc1	-2	-1	-0.2	-0.7	99	0.0	-1	8	-5	16
COc1ccccc1CN1[C@@H](CC(=O)O)c2cc(F)ccc2S1(=O)=O	7	0	-0.4	1.6	100	0.3	2	1	4	4
O=C(c1cccnc1Nc1ccc2c(c1)CCC2)N1CCOCC1	2	1	1.0	-1.2	97	0.0	12	-1	8	1
Cc1ccc(-n2c(N)c(C(=O)NCc3cccnc3)sc2=S)cc1	-4	-4	-0.8	-1.7	85	0.3	-16	-6	-1	-1
CC(=O)NC(Cc1ccccc1)C(=O)OCC(=O)c1ccc(Br)cc1 (stereo unspecified)	-1	0	-0.6	-0.1	104	0.2	2	2	-2	-2
CC1(C)CC(=O)C=C(NC2=CC3OC(c4ccccc4)OCC3OC2=O)C1 (stereo unspecified)	-3	1	2.9	-3.7	102	-0.1	-20	63*	37	12
CCCC(=O)c1c[nH]c(C(=O)NCCCN2CCOCC2)c1	2	0	3.2	-0.4	99	0.0	3	4	-2	4
CCCCNC(=O)C1CCN(c2nc(OC)nc(OC)n2)CC1	3	-2	-1.8	1.9	93	0.1	6	8	1	8
CCOC(=O)C1=C(CN2CCN(C(=O)c3ccco3)CC2)NC(=O)NC1c1ccc(Cl)cc1 (stereo unspecified)	7	1	-0.5	-1.3	99	0.2	5	4	10	11
CCN1C(=O)[C@H]2[C@@H](c3ccc(C)cc3)N3C(=O)N(c4ccc(C)cc4)C(=O)[C@@]3(CC)[C@H]2C1=O	3	-2	3.3	-2.9	95	0.2	8	-3	-4	5
CCCCNC(=O)/C=C/c1ccc(OC)c(Br)c1	-4	-1	-2.1	-1.9	93	0.2	-1	-1	-2	-3

Screens as filed in PubChem.

Outcome played no part in choosing rows. About 4.5% of those tested had a hit in this group.
